# D1 agonist: Allosteric Agonists of the Human D1 Dopamine Receptor: qHTS; D(1A) dopamine receptor (Homo sapiens), P21728; HEK293 T-REx D1 cells, calcium flux, agonist mode; activation, % at 2 µM; 1% of 360,000 active; AID 504660, 2011; in the data active = activation above about 30%; also: 0% is about no effect
# Target sequence (P21728 whole entry, looked up): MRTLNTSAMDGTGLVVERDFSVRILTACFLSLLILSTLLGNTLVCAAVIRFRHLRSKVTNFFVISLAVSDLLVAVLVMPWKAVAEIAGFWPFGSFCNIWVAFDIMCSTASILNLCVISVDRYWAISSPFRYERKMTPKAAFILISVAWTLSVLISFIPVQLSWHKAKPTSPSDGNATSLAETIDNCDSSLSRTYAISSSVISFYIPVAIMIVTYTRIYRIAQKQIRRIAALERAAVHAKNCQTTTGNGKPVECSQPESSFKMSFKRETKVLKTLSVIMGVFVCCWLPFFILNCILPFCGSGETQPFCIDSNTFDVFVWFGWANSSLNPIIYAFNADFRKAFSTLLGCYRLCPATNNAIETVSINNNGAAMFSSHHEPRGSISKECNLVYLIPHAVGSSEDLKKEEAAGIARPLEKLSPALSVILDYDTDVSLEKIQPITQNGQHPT
#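 Agonism was scored from calcium flux recorded over 180 s (1 read/s) after pintool compound addition, following a 10-cycle baseline. Cells were inducible force-coupled HEK293 TREx D1, plated overnight at 30 C and loaded with no-wash calcium dye.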
# TRHR ag: qHTS for Small Molecule Agonists and Allosteric Enhancers of Human TRH Receptor: Primary Screen for Agonists | Thyrotropin-releasing hormone receptor (Homo sapiens), P34981 | TRHR cells, calcium flux fluo-8, FDSS agonist mode | activation, % at 2 µM | 0.18% of 360,000 active | AID 493084, 2011; in the data active = activation above about 30%; also: 0% is about no effect
#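 TRHR-expressing cells loaded with fluo-8 calcium dye; 23 nL library compound pin-transferred, kinetic FDSS fluorescence (Ex 480/Em 530) recorded about 180 s for agonist-induced calcium release, before a 10 nM TRH EC20 addition for potentiator mode.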
# TRHR enhancer: qHTS for Small Molecule Agonists and Allosteric Enhancers of Human TRH Receptor: Primary Screen for Enhancers; Thyrotropin-releasing hormone receptor (Homo sapiens), P34981; TRHR cells, fluo-8 calcium fluorescence, EC20 TRH enhancement; enhancement, % at 2 µM; 0.66% of 360,000 active; in the data active = enhancement above about 30%; also: 0% is about no effect
#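 Enhancer read-out: after compound pinning and an initial kinetic agonist-mode read, an EC20 of TRH (10 nM final) was injected and fluo-8 calcium signal (Ex 480/Em 530) followed at 1 s/cycle for 100 cycles in TRHR-expressing cells.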
# RXFP1 ag: qHTS Assay for Agonists of the Relaxin Receptor RXFP1. Relaxin receptor 1 (Homo sapiens), Q9HBX9. HEK293T-RXFP1 cAMP TR-FRET, 30 min; response scale: percent of porcine relaxin response, buffer zero. Potency, µM (top dose mostly 57.5 µM), inactives show at the top dose activation, usual class: activators. 0.3% of 370,000 active. AID 2676, 2010; also: potency is read from the fitted curve at half-maximal effect; % is scaled to controls: 0 for no effect and ±100 for the full control effect; nearly all actives have a fitted effect of over 60% in size; many of its hits are not listed in these tables
#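 cAMP rise read by TR-FRET after 30 min, 37C compound exposure (up to 58 uM) in RXFP1-transfected HEK293 cells with Ro 20174 present. EC50 from Hill-equation fits, with 29 nM porcine relaxin as 100% and buffer as basal.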
# RXFP1 antagonist: qHTS Assay for Antagonists of the Relaxin Receptor RXFP1 | HEK293-RXFP1, relaxin-stimulated cAMP HTRF, 30 min; stronger effect = lower value | 0.59% of 350,000 active | activity change, negative = inhibition, % at 57.5 µM | Relaxin receptor 1 (Homo sapiens), Q9HBX9;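 active = activity change of -60% or lower, but not beyond a set lower limit; inconclusive = change between -60% and -40%, or beyond the set limit; inactive = change above -40%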; also: % is scaled to controls: 0 for no effect and ±100 for the full control effect
# Apoferritin bind: qHTS Assay for Identification of Novel General Anesthetics; Ferritin light chain (Equus caballus), P02791; apoferritin/1-aminoanthracene competitive binding, fluorescence; Potency, µM (highest dose often 77.5 µM), for inactives: top-dose activity change, negative = displacement, actives largely listed as inhibitors; 0.074% of 350,000 active; also: potency is read from the fitted curve at half-maximal effect; % is scaled to controls: 0 for no effect and ±100 for the full control effect; nearly all actives have a fitted effect of over 20% in size
# Target sequence (P02791 2-175 limits assumed): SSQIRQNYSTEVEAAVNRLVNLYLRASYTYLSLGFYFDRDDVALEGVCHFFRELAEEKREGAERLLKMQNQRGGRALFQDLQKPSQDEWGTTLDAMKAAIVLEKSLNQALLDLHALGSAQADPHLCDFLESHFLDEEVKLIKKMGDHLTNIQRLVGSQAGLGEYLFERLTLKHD
#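 Read-out: endpoint 1-AMA fluorescence, excitation 380 nm and emission 535 nm, after compounds sit 10 min at room temperature with 10 uM horse-spleen apoferritin in 50% saturated 1-AMA/PBS. Values come from four-parameter Hill fits.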
# D2 PAM: HTS Assay for Positive Allosteric Modulators of the Human D2 Dopamine Receptor: Primary Screen for Potentiators; AID 485347, 2010; D(2) dopamine receptor (Homo sapiens), P14416; potentiation, % at 10 µM; HEK293 T-REx D2, calcium flux, EC20 dopamine potentiation; 0.34% of 340,000 active;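 active = potentiation over 3 SD above the plate norm, cut at about 30% in these data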; also: 0% is about no effect
# Target sequence (P14416 whole entry, looked up): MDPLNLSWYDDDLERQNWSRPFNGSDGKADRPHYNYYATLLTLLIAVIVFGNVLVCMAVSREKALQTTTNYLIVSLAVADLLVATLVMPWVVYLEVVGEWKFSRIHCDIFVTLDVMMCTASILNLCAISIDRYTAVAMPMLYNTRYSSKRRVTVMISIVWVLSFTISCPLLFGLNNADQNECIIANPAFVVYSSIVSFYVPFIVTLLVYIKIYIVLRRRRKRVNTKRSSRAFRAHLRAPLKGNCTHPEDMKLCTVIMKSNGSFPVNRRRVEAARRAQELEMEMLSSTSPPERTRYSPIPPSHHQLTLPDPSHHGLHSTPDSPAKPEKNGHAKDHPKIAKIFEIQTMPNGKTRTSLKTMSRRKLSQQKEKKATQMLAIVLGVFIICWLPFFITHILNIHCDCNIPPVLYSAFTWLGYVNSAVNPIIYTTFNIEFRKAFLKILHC
#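 Using a no-wash calcium dye in inducible, force-coupled HEK293 Trex cells expressing D2, we tracked fluorescence each second for 180 s after compound, then for 180 s after EC20 dopamine to detect augmented signalling.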
# D1 antagonist: Antagonist of Human D 1 Dopamine Receptor: qHTS; D(1A) dopamine receptor (Homo sapiens), P21728; HEK293 TREx D1 cells, calcium flux, dopamine EC80; stronger effect = lower value; activity change, negative = inhibition, % at 10 µM; 3.2% of 360,000 active; AID 504652, 2011; in the data active = activity change below about -30%; also: % is scaled to controls: 0 for no effect and ±100 for the full control effect
#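 Calcium flux readout: force-coupled, inducible Hek293 Trex D1 line, cells induced overnight at 30 C with tetracycline, dye-loaded 30–90 min at RT. Antagonism scored against EC80 dopamine challenge given 180 s after compound.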
# D1 potentiator: Potentiators of Human D1 Dopamine Receptor: qHTS; 0.036% of 360,000 active; AID 504651, 2011; potentiation, % at 10 µM; HEK293 TREx D1 cells, calcium flux, dopamine EC20 potentiation; in the data active = potentiation above about 30%; also: 0% is about no effect
# An asterisk follows results filed as active; ? = inconclusive; . = not tested or not shown; [ ] = another dose, or the depositor's remark. Unless noted, calls follow the shape of the dose curve; as a rule, active = well fitted curve in the direction sought with a large enough effect; inconclusive = small, poorly fitted or top-dose-only effect, or another doubt; inactive = no such curve, though single readings can be large; an effect the other way counts as inactive or inconclusive. Some of the compounds tested. The share of hits here may be higher or lower than overall.
SMILES,D1 agonist,TRHR ag,TRHR enhancer,RXFP1 ag,RXFP1 antagonist,Apoferritin bind,D2 PAM,D1 antagonist,D1 potentiator
COc1cccc(N2CCN(C(=O)c3ccc(CS(=O)Cc4ccccc4Cl)o3)CC2)c1 (stereo not given),-0.1,-0.7,0.8,-2.5%,-10.2,-12.7%,5.1,-9.8,-3.6
C[C@@H](NC(=O)C1(c2ccccc2)CCN(C(=O)OC(C)(C)C)CC1)C(=O)N[C@@H](C(=O)O)c1ccccc1,1.3,-0.6,6.9,0.3%,.,-10.2%,-6.2,-51.9*,-2.8
Cc1cc(C)cc(N2C(=O)CS(=O)(=O)C23C(=O)N(Cc2ccccc2)c2ccccc23)c1 (stereo not given),6.1,1.0,18.1,-1.4%,.,-15.8%,-14.0,-6.8,-2.4
O=C(O)c1ccc(S(=O)(=O)c2ccc3c(c2)C(=O)N(NC(=O)c2ccccc2)C3=O)cc1,-1.5,0.0,6.0,-0.7%,-13.5,-3.0%,-2.4,14.1,7.0
COc1cccc(C(=O)N(Cc2nc(-c3ccc(Cl)cc3)no2)C(C)C)c1OC,0.9,-0.5,-8.4,-2.3%,.,-0.2%,4.2,-9.5,-1.2
CC1(c2ccc3ccccc3c2)NC(=O)N(CC(=O)O)C1=O (stereo not given),2.9,-0.7,-7.6,-0.3%,-9.0,35.6%[activator],-0.6,-12.7,-5.8
Cn1nnnc1Sc1ncnc2scc(-c3cccc4c3sc3ccccc34)c12,3.0,2.2,25.5,.,.,.,.,-9.9,-5.5
O=C(NCC(Cl)c1ccc2ccccc2c1)c1c(F)cccc1F (stereo not given),4.0,-0.8,0.1,-3.3%,3.5,-18.1%,0.2,2.9,-2.1
COc1ccc(-c2cc(C(=O)NNC(=O)c3csc(N4CCOCC4)n3)c3ccccc3n2)cc1,4.5,0.1,7.2,2.8%,3.2,.,-13.7,-3.4,-5.6
CCn1c2ccccc2c2cc(NC(=O)COC(=O)c3cc(Cl)c(N)cc3OC)ccc21,3.5,0.0,-0.3,0.3%,-9.6,-5.8%,-7.6,1.0,-2.5
Cc1ccc(/C=C2\Oc3c(ccc(O)c3CN3CCN(C)CC3)C2=O)cc1,40.0*,10.1,-1.5,8.4%,-9.0,444.2%[activator],0.7,2.8,3.6
Cn1c2c(c(=O)n(C)c1=O)CN(Cc1ccc(F)cc1)CN2,1.6,-0.5,1.9,4.6%,-6.8,-5.5%,5.5,0.5,-2.4
COc1ccc(C)cc1Nc1nc2c(S(=O)(=O)c3cc(C)ccc3C)nnn2c2ccsc12,1.2,-0.2,3.4,2.2%,-11.2,0.4%,3.9,-5.2,2.7
COc1ccc(C(=O)NC(=S)NCc2ccccc2)cc1,1.4,-0.1,-4.1,2.2%,2.3,-16.2%,6.5,-14.0,-3.6
CSCC[C@H](NC(=O)[C@H]1CC[C@H](CNC(=O)[C@@H]2CCCN2)CC1)C(=O)O,1.5,0.0,-6.3,-2.0%,0.0,-1.8%,-9.7,-10.2,1.8
CC(C)c1cc(=O)oc2c3c4c(cc12)CCCN4CCC3,30.4*,5.9,0.6,22.5%,-24.2,994.7%[activator],-2.9,5.8,-4.9
COC(=O)c1[nH]c2cccc(OC)c2c1NC(=O)CN1CC2(C)CC1CC(C)(C)C2 (stereo not given),1.4,-0.2,14.0,-0.2%,-6.3,-8.8%,12.5,-5.6,-6.0
CCCN(CC(=O)Nc1cc(Cl)cc(Cl)c1)CC(=O)Nc1ccc(F)c(F)c1F,5.2,0.9,1.6,0.0%,-20.6,-9.6%,0.5,7.6,0.0
Cc1nonc1NC(=O)c1ccc(Cl)c(S(=O)(=O)N2CCCCC2)c1,9.9,0.5,-1.1,-0.3%,4.9,254.8%[activator],4.2,-4.9,-4.1
COc1ccc(-c2cc3ccc(OCc4nn[nH]n4)cc3oc2=O)cc1OC,1.7,0.4,2.2,22.5%,4.2,41.8%[activator],7.5,3.5,1.8
Cc1ccc(/C(N)=N/OC(=O)N2CCOCC2)cc1,-0.6,-0.2,-2.9,-2.3%,-20.9,-6.0%,-1.0,-25.0,-6.4
CCCCn1nc(C(=O)Nc2ccc(-n3cnnn3)cc2)c2ccccc2c1=O,1.6,0.3,-1.2,1.5%,3.7,.,-4.2,27.8,-7.9
O=C(c1ccncc1)N1CCN(C2CCC(c3ccccc3)CC2)CC1 (stereo not given),5.0,-0.2,-7.0,0.0%,-63.8*,-0.6%,-5.5,-19.0,-4.0
COc1ccc2c(C)c(CCC(=O)NCCc3ccc(Cl)cc3)c(=O)oc2c1,7.4,0.2,5.4,4.9%,-19.1,-6.0%,.,-6.4,0.2
CCOC(=O)Cc1csc2nc(-c3ccccc3)nn12,0.4,1.0,4.4,1.9%,2.8,7.4%,0.6,17.5,-3.0
CCCN(C(=O)c1cc2c(=O)oc3ccccc3c2s1)c1ccc(CC)cc1,1.4,0.0,-1.0,-1.0%,.,-3.3%,11.4,6.1,0.9
Cc1ccc(S(=O)(=O)N2CCCCC2)cc1NC(=O)CSc1nncn1-c1ccccc1,-0.5,-0.7,5.8,4.8%,3.7,-17.4%,0.3,5.3,-4.5
O=c1[nH]c(CN2CCOCC2)nc2scc(-c3ccccc3)c12,1.2,-0.1,0.9,0.0%,-5.4,-12.9%,-2.2,2.6,0.1
Cn1c(=O)[nH]c(=O)c2c1nc(NCCCO)n2Cc1ccc(F)cc1,2.7,-1.3,0.1,-0.3%,-0.3,-11.8%,-0.2,-3.2,-5.5
Cn1nnnc1Sc1ncnc2scc(-c3ccc4c(c3)OCO4)c12,8.1,1.2,3.3,.,.,.,.,-1.5,-0.9
CSc1ccccc1NC(=O)CSc1n[nH]c(C)c1[N+](=O)[O-],15.2,2.5,-6.8,0.2%,2.0,?,0.2,3.7,-9.6
CC(=O)Nc1ccc(NC(=O)c2ccc(CSc3ccccc3)o2)cc1,9.5,0.4,-0.4,-0.5%,16.7,-1.2%,-2.0,0.1,-5.6
CCN(c1ccc(NC(=O)COC(=O)c2cccs2)cc1)C(C)C,0.5,-0.1,19.4,-1.9%,-6.2,?,3.6,3.2,-0.3
Cc1cc2ccccc2nc1SCC(=O)Nc1nc(-c2ccccc2)cs1,5.9,-0.9,1.6,1.2%,-8.7,-7.1%,.,-3.6,4.8
COc1cc2c(cc1NC(=O)/C=C/c1ccccc1)oc1ccccc12,3.2,0.0,-3.1,1.2%,-1.4,-3.4%,1.3,-4.5,2.7
COc1ccccc1N1CCN(CC(=O)NCC2CCCO2)CC1 (stereo not given),-1.9,-0.1,-6.2,1.8%,-5.1,-1.5%,-18.7,8.3,0.3
CC(C)(C)C(=O)Nc1ccc(C(=O)NNC(=O)Cc2ccccc2)cc1,1.3,0.3,-5.5,0.2%,9.8,-4.6%,-2.7,2.8,-3.3
COCCNc1nc(-c2cc3ccccc3o2)cs1,2.1,0.1,-7.8,-0.1%,-8.7,-2.6%,-13.6,-4.2,-4.3
Cc1nnc(Cl)c2nn(-c3ccccc3)c(C)c12,2.4,-0.6,4.1,20.6%,.,7.8%,10.6,11.8,0.0
CCOc1ccc(N2CC(C(=O)NCc3ccccc3)CC2=O)cc1 (stereo not given),-0.1,-0.6,1.8,0.7%,10.9,-7.8%,-2.8,-10.5,3.7
CC(C)c1ccc(NC2CCCN(C(=O)c3ccc4nccnc4c3)C2)cc1 (stereo not given),0.6,-0.2,25.4,1.5%,13.7,-17.9%,-4.2,35.2,-2.9
O=C(CCCN1C(=O)/C(=C\c2ccccc2)SC1=S)Nc1cccc(C(=O)O)c1,0.6,0.4,10.1,1.7%,-8.5,-13.5%,0.3,-5.7,-4.8
CCc1ccc(C2c3c(-c4cc(C)ccc4O)n[nH]c3C(=O)N2CCO)cc1 (stereo not given),2.9,0.5,6.1,-0.3%,-15.8,-11.9%,3.7,-1.9,2.1
CC(C)CSc1nnc(-c2ccccc2)c(-c2ccccc2)n1,5.8,0.5,-0.5,-0.8%,?,-17.3%,6.5,12.7,1.2
O=C(O)COc1ccc2c(c1)CCCC2,1.0,0.5,-1.7,-0.6%,14.3,-10.3%,-2.4,-12.7,1.2

# Entries listed above marked active in D1 antagonist:
SMILES,D1 agonist,TRHR ag,TRHR enhancer,RXFP1 ag,RXFP1 antagonist,Apoferritin bind,D2 PAM,D1 antagonist,D1 potentiator
C[C@@H](NC(=O)C1(c2ccccc2)CCN(C(=O)OC(C)(C)C)CC1)C(=O)N[C@@H](C(=O)O)c1ccccc1,1.3,-0.6,6.9,0.3%,.,-10.2%,-6.2,-51.9*,-2.8

# (cont.)
SMILES,D1 agonist,TRHR ag,TRHR enhancer,RXFP1 ag,RXFP1 antagonist,Apoferritin bind,D2 PAM,D1 antagonist,D1 potentiator
CC(C)c1ccc(O)c(NC(=S)NC(=O)c2ccc3c(c2)OCO3)c1,5.3,0.2,-1.8,-0.4%,4.5,?,3.9,-65.8*,-9.1
COC(=O)c1cc(OC)c(OC)cc1NC(=O)c1ccc(C)o1,2.5,-0.9,8.2,-0.8%,-5.7,-17.3%,1.4,14.0,6.5
N#CC1(Cc2ccccc2Cl)c2ccccc2C=CN1C(=O)c1ccccc1 (stereo not given),3.1,0.7,10.8,1.9%,.,-16.6%,-2.2,.,0.8
COc1ccc(-c2csc(NC(=O)c3ccc(OCC(=O)N4CCOCC4)c(OC)c3)n2)cc1,0.0,0.2,-4.6,0.2%,-30.2,-9.8%,-2.9,-0.2,-4.6
CN(C(=O)c1ccc(F)cc1)c1ccccc1C(=O)NCc1ccccc1,2.0,0.2,-4.3,-0.5%,-6.7,0.5%,-1.5,-0.4,-3.8

# Source: PubChem BioAssay (National Center for Advancing Translational Sciences (NCATS))
